DAX1 inh-1: DAX1 (NR0B1) inhibitors, primary screen, cell-based, HEK293, Gal4-DAX1, luciferase luminescence. Nuclear receptor subfamily 0 group B member 1 (Homo sapiens), P51843. HEK293 Gal4-DAX1 luciferase reporter. inhibition, % at 6.75 µM. hit rate 0.99% among 340,000. AID 504766, 2011;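 active = inhibition above the mean over all tested compounds plus 3 SD, cut at about 4.2% in these data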;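 note: 0% = DAX1-transfected cells with DMSO and 100% = empty-vector control cells with DMSO; inhibition shows as a rise in luminescence from relieved DAX1 repression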
Target sequence (P51843 207-470 limits assumed): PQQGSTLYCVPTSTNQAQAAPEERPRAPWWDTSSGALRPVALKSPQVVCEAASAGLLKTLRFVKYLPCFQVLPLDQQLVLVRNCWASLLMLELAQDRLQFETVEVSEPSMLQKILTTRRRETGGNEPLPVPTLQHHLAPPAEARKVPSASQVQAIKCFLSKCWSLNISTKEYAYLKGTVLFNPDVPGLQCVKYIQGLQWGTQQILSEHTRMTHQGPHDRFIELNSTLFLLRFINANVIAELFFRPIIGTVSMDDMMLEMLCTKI
hgDAF12 agonist: H. glycines DAF-12 receptor agonists, primary screen, cell-based, luminescence, HEK293, GAL4 fusion, UAS-luciferase | Nuclear hormone receptor DAF-12 (Heterodera glycines), GAL4 fusion | hit rate 1.8% among 370,000 | activation, % at 6.8 µM | HEK293 GAL4-hgDAF12 UAS-luciferase reporter, agonist luminescence; normalized to butyrate control;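 active = activation above a cutoff set at the mean of all screened compounds plus 3 SD, cut at about 10% in these data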;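 note: 0% = DMSO wells and 100% = sodium butyrate wells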
ssDAF-12 act: S. stercoralis DAF-12 nuclear receptor activators, primary screen, cell-based, luminescence, HEK293, GRIP1 co-expression, lit1-tk-luc. activation, % at 6.8 µM. Nuclear hormone receptor DAF-12 (Strongyloides stercoralis). hit rate 1% among 370,000. AID 652126, 2013. HEK293 ssDAF-12/GRIP1 lit1-tk-luc reporter; % of 3 µM dafachronic acid response;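 active = activation above the mean over all tested compounds plus 3 SD, cut at about 0.9% in these data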;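 note: 0% = DMSO-only wells and 100% = 3 µM delta7-dafachronic acid wells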
NPR1 activator: GC-A stimulated cGMP production enhancers – HEK293 GC-A cells, cGMP TR-FRET, EC30 ANP, primary screen; Atrial natriuretic peptide receptor 1 (Homo sapiens), P16066; 0% at EC30 ANP, 100% saturating ANP; activation, % at 10 µM; hit rate 0.14% among 370,000; in the data active = activation above about 40%
hcDAF12 agonist: H. contortus DAF-12 nuclear receptor activators, primary screen, cell-based, luminescence, HEK293, lit1-tk-luc reporter; hit rate 1.4% among 370,000; activation, % at 6.8 µM; HEK293 hcDAF-12 lit1-tk-luc reporter; 0% DMSO, 100% Δ7-dafachronic acid; AID 652067, 2013;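 active = activation above the mean of all tested compounds plus 3 SD, cut at about 5.5% in these data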;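 note: 100% = response to 3 µM Δ7-dafachronic acid high control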
DAX1 inh-2: DAX1 (NR0B1) inhibitors on StAR promoter, primary screen, cell-based, luminescence, SF-1 (NR5A1), full-length DAX-1 | HEK293T StAR-luciferase reporter, SF-1/DAX-1 repression relief | inhibition, % at 6.8 µM | hit rate 1.1% among 370,000 | AID 652010, 2013;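 active = inhibition above the mean over all tested compounds plus 3 SD, cut at about 3.6% in these data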;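 note: 0% = DAX-1 cells with DMSO and 100% = cells lacking DAX-1 with DMSO; higher inhibition means more luminescence from relief of DAX-1 repression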
NPR2 activator: human GC-B receptor activators, primary screen, HEK293 GC-B cells, cGMP TR-FRET, EC30 CNP; Atrial natriuretic peptide receptor 2 (Homo sapiens), P20594; activation, % at 10 µM; AID 1920062, 2024; 0% at EC30 CNP, 100% saturating CNP; hit rate 0.11% among 370,000;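 active = activation at 10 µM reaching about 35% in either raw or pattern-adjusted values, limit read from the data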
SMARCA2 activ: SMARCA2 (BRM) function activators, primary screen, cell-based, luminescence, high throughput; MG213 cells, MMTV-luciferase reporter, dexamethasone, overnight; activation, % at 9.1 µM; hit rate 1% among 370,000; AID 652017, 2013; in the data active = activation above about 7.8%;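 note: 0% = vehicle wells and 100% = reference activator wells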
ADAM10 inh: human ADAM10 inhibitors, primary screen, biochemical, QFRET, HTS. AID 720582, 2013. Disintegrin and metalloproteinase domain-containing protein 10 (Homo sapiens), O14672. hit rate 0.62% among 370,000. recombinant ADAM10, EDANS/DABCYL FRET peptide cleavage, 3 h. inhibition, % at 7 µM;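 active = inhibition above a per-campaign cutoff equal to the mean of compounds falling between control-based bounds plus 3 SD, cut at about 20% in these data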;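 note: 0% = DMSO wells while the 100% control is not disclosed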
sPLA2-III inh: human group III sPLA2 inhibitors, primary screen, biochemical, QFRET, BODIPY PC-A2 liposome substrate | Group 3 secretory phospholipase A2 (Homo sapiens), Q9NZ20 | QFRET BODIPY PC-A2 liposome hydrolysis, fluorescence | inhibition, % at 12.2 µM | hit rate 0.56% among 370,000 | AID 743126, 2013;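 active = inhibition above mean plus 3 SD of compounds lying within the high and low control bounds, cut at about 19% in these data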;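 note: 0% = median of test compound wells and 100% = no enzyme DMSO wells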
Target sequence (Q9NZ20 whole entry, looked up): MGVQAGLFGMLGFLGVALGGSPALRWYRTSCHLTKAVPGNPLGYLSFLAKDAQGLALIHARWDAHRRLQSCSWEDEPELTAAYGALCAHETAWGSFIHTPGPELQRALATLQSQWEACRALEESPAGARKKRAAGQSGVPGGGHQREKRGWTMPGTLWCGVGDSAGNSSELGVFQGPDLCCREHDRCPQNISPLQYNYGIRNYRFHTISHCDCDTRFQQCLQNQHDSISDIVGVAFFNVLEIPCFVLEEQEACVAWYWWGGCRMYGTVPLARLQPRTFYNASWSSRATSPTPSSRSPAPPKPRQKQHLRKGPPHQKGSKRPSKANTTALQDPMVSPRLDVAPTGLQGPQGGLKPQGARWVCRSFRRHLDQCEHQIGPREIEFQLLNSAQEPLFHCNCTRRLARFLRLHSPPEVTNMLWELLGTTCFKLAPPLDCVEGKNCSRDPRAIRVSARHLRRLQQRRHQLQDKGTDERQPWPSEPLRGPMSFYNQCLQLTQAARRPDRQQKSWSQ
GAA850 FXN act: FXN promoter activators, primary screen, cell-based, luciferase luminescence, HEK293 lucGAA850. HEK293 lucGAA850 FXN promoter luciferase reporter, 24 h; percent of 10 µM SAHA response. activation, % at 6 µM. hit rate 0.56% among 360,000;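 active = activation above the average of all compounds screened plus 3 SD, cutoff fixed separately per campaign, cut at about 7.5% in these data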;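 note: 0% = DMSO wells and 100% = 10 µM SAHA wells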
* marks the source's active call; other numbers are inactive results; · = not tested or not shown.

Results follow in this order: DAX1 inh-1, hgDAF12 agonist, ssDAF-12 act, NPR1 activator, hcDAF12 agonist, DAX1 inh-2, NPR2 activator, SMARCA2 activ, ADAM10 inh, sPLA2-III inh, GAA850 FXN act
- COc1ccc(/C=C/C(=O)NCCN2CCOCC2)cc1OC
    -1.7, 1.5, -1.0, 3, 0.8, -0.1, 0, 3, -42, 3, -0.4
- CCOC(=O)C1=C(CC)Nc2ccccc2N=C1NC(=O)c1cc(S(=O)(=O)N(C)C)ccc1Cl
    0.5, -0.1, -1.4, -2, -0.7, 0.6, -15, 0, -6, 0, -2.6
- NC(N)=N/N=C/c1ccc(Cl)c(Cl)c1
    ·, 0.4, -1.5, -10, -0.8, -0.6, -6, -2, -1, -6, 3.6
- CCOC(=O)C1CCN(C(=O)CCc2nnc3ccc(NCc4ccco4)nn23)CC1
    0.5, 2.6, -1.2, 1, -0.2, -0.2, -2, 4, -7, 0, 1.0
- CCN1CCCc2cc(CN(CCN3CCOCC3)C(=S)Nc3ccccc3C)ccc21
    -1.3, 1.3, -0.7, -2, -0.5, -0.4, -6, -1, -26, -2, 1.1
- CC(Sc1ccc(Cl)cc1)C(=O)NCC1CCCO1 (configuration not stated)
    0.5, 0.2, -1.1, 1, -1.1, -1.3, 0, 0, -3, 4, 2.1
- CC(C)[C@H](NC(=O)Cc1ccccc1)C(=O)OCc1cc(=O)n2c(n1)sc1ccccc12
    -0.3, 4.3, 1.1*, -1, 3.4, -0.2, -1, -2, -2, 7, 0.1
- Cc1cc(NC(=O)CSc2nnnn2-c2ccccc2F)no1
    -0.7, 0.5, -1.6, -3, -0.9, 0.0, 1, -1, 8, -1, 1.3
- Cc1c(C(=O)N/N=C/c2cccnc2)sc(N)c1C#N
    0.2, 8.7, -1.7, 15, -3.6, -0.6, 8, 4, 14, -1, 6.5
- O=C(Nc1nnc(S(=O)(=O)N2CCOCC2)s1)c1ccccc1
    1.3, 0.8, -0.8, 2, 0.9, -0.2, 1, 0, 2, -8, 1.1
- CCc1ccc(CN(C)C(=O)C2CCC(=O)N(CC3CCCCC3)C2)cc1 (configuration not stated)
    -0.5, -0.6, -1.0, -4, 1.3, -0.7, -3, -2, 1, -3, 0.1
- CC(C)(C)c1ccc(S(=O)(=O)Nc2ccc(Cc3ccncc3)cc2)cc1
    -2.4, -0.5, -1.4, 2, -2.4, -1.3, 3, -4, 16, -43, 2.4
- O=C(OCCOc1ccccc1)c1cc(S(=O)(=O)N2CCOCC2)ccc1Cl
    -0.8, -3.0, -0.7, -2, 0.6, 1.0, 5, 6, -1, 3, 1.0
- CCOC(=O)CN(C)C(=O)CCc1nnc(-c2ccsc2)o1
    1.2, 1.1, 0.0, 3, -0.9, -0.4, 5, 3, -1, -2, 1.2
- Cc1cc(C(=O)NC2CCCc3ccccc32)c(C)o1 (configuration not stated)
    -0.3, -0.5, -0.9, 2, 0.1, -0.5, 2, 1, 0, -5, 1.0
- CC(=NNC(=O)CSCC(=O)NN=C(C)c1ccccc1)c1ccccc1
    -1.2, -0.7, -0.9, -8, -0.5, -0.3, -4, -2, -14, 2, 1.0
- Cc1cc(NC(=O)COC(=O)c2ccc(F)c(S(=O)(=O)N3CCOCC3)c2)no1
    0.4, 0.2, -0.6, 2, -1.2, 0.6, -10, -2, 10, 16, -0.3
- CC(C)Cn1c(N)c(C(=O)COC(=O)c2cccc(F)c2)c(=O)n(C)c1=O
    -0.1, -1.8, -2.1, 9, -1.2, -0.9, -4, -3, -7, -7, -0.2
- CN(C(=O)c1ccc(NC(=O)Cc2ccc(NC(=O)C3CCCN(C(=O)CCc4ccccc4)C3)cc2)cc1)C1CC1 (configuration not stated)
    -3.9, -7.7, -2.1, 2, -3.6, -1.9, 6, -2, -3, -17, 0.0
- CCc1nc2ccccc2c(C(=O)OCC(=O)NC2CCCC2)c1C
    -1.4, 6.2, -1.1, 4, -1.7, -1.1, 5, -4, -17, 3, 0.2

Reformatted: entries from further up.
molecule | DAX1 inh-1 | hgDAF12 agonist | ssDAF-12 act | NPR1 activator | hcDAF12 agonist | DAX1 inh-2 | NPR2 activator | SMARCA2 activ | ADAM10 inh | sPLA2-III inh | GAA850 FXN act
Cc1cc(NC(=O)CSc2nnnn2-c2ccccc2F)no1 | -0.7 | 0.5 | -1.6 | -3 | -0.9 | 0.0 | 1 | -1 | 8 | -1 | 1.3
O=C(OCCOc1ccccc1)c1cc(S(=O)(=O)N2CCOCC2)ccc1Cl | -0.8 | -3.0 | -0.7 | -2 | 0.6 | 1.0 | 5 | 6 | -1 | 3 | 1.0

Following part:
Results follow in this order: DAX1 inh-1, hgDAF12 agonist, ssDAF-12 act, NPR1 activator, hcDAF12 agonist, DAX1 inh-2, NPR2 activator, SMARCA2 activ, ADAM10 inh, sPLA2-III inh, GAA850 FXN act
- CN(CC(=O)Nc1ccc(S(=O)(=O)N2CCCC2)cc1)Cc1ccc(Cl)c(Cl)c1
    0.8, -1.7, -1.9, -2, -3.1, -0.8, 1, -3, 11, -16, -1.3
- Cc1cccc(NC(=O)C2CCN(C(=O)c3ccco3)CC2)c1C
    -0.8, -0.1, -0.2, 6, -0.6, 0.4, 1, -2, -10, 0, 0.7
- COc1ccc(S(=O)(=O)N2CCC[C@H]2C(=O)N2CCC[C@H]2C(=O)N[C@H](C)c2ccccc2)cc1C
    ·, -0.2, -0.9, 1, -1.0, 1.3, 3, -1, 6, -1, ·
- O=C(NN1CCN(Cc2ccccc2)CC1)c1ccc(N2CCOCC2)c([N+](=O)[O-])c1
    -0.7, -1.7, -2.3, -2, 0.5, -1.3, -2, 0, -2, -3, 2.1
- COc1ccccc1-c1c(-c2ccc(OCC(=O)NN)cc2O)n[nH]c1C(F)(F)F
    -1.2, -0.1, -1.6, 3, -0.4, -0.1, -1, -4, 10, -21, 0.3
- O=C(NCc1cccs1)C(=O)NCC(c1ccco1)N1CCN(c2ccc(F)cc2)CC1 (configuration not stated)
    -0.8, -3.6, -2.2, 1, -3.1, -0.8, 0, -2, -36, -9, 2.0
- Cc1c(Nc2nc(-c3ccccc3)cs2)c(=O)n(-c2ccccc2)n1C
    -0.9, 4.8, -1.2, -1, 0.6, -0.2, -4, 3, 4, 1, 3.1
- COc1cccc(NC(=O)N(C)C[C@@H]2Oc3ncc(Br)cc3C(=O)N([C@@H](C)CO)C[C@H]2C)c1
    0.2, 1.4, -0.9, -2, 0.8, 0.1, -5, 0, -5, -4, -1.2
- CC(=O)Nc1cc(C(=O)OCC(=O)c2ccccc2)ccc1C
    -0.1, 12*, 0.5, 8, 7.0*, 3.6, 5, 8.3*, -3, 0, 0.9
- COc1cc(OC)c(S(=O)(=O)Nc2ccc(C(=O)N3CCCC3)cc2)cc1NC(C)=O
    0.1, 1.1, -0.2, 0, -0.6, 1.1, 1, -1, -2, 2, 0.0
- NC(=O)c1cc2ccccc2o/c1=N/NC(=O)c1cccc(F)c1
    1.4, -1.3, -1.6, -2, 0.2, -0.2, -2, -1, -15, 14, 0.2
- CSc1nc(N)nc2c1ncn2CC(=O)NCc1ccc2[nH]ccc2c1
    -1.4, -0.1, -1.4, 6, -1.0, -0.6, 0, -1, -21, 2, -1.2
- COCCCNC(=S)Nc1ccc(CC(=O)O)cc1
    0.2, -0.3, -1.2, -4, -2.2, 0.4, 3, -3, -4, 5, 2.0
- Nc1ccc(OC(=O)Nc2ccc(O)cc2)cc1
    -1.6, -11, -2.5, 4, -6.6, -0.6, -1, -6, -7, -2, -11
- CCOC(=O)C1CCN(CCC(=O)Nc2ccccc2Cl)CC1
    0.5, 0.3, -1.4, -2, 1.0, 0.2, 1, -3, -1, 4, 0.8
- O=C1N(Cc2cccc(Cl)c2)C[C@@H]2C[C@@H](c3ccc4nonc4c3)N3CCC[C@@]123
    -0.4, 3.0, -2.3, -7, -1.2, -0.1, -6, -4, -5, 1, -0.1
- COc1ccc(C(=O)OCCCOC(=O)c2ccc(OC)cc2OC)c(OC)c1
    -0.2, 0.6, -1.4, -2, -1.4, -1.6, 3, -1, -2, -5, -1.1
- Cc1ccc(S(=O)(=O)Cc2ccccc2Cl)cc1
    2.1, -0.1, -2.0, 0, -2.6, 0.4, 1, -1, 3, 6, 0.0
- O=C(O)c1cccnc1Cl
    -0.8, 1.7, -0.9, 0, 2.6, 0.3, -3, 0, -4, -1, 0.8
- CCc1cccc(C)c1NC(=S)N(CCN(C)C)C(C)c1ccco1 (configuration not stated)
    1.9, -2.5, -1.6, -2, -2.4, -0.3, -2, 0, -4, 2, -2.3
- Cc1c(C)c2ccc(OCC(=O)Nc3ccccn3)cc2oc1=O
    4.1, 3.0, 0.1, 3, 0.8, 3.5, -3, 12*, -16, 1, -1.2
- O=C(CSc1nc2ccccc2c(=O)n1Cc1ccc(F)cc1)NCC1CCCO1 (configuration not stated)
    -0.5, 0.4, -1.0, 3, -1.8, -0.5, 4, 1, 0, -2, -0.4
- O=C(N[C@H](C(=O)N1CCC[C@H]1C(=O)NCCc1ccccc1Cl)C1CCCCC1)C1CC1
    ·, 0.8, -1.4, 1, -2.0, -1.0, 0, -3, -7, -1, ·
- O=C(NCc1ccccc1)c1cccc(Br)n1
    1.0, -0.4, -1.4, 3, 0.2, 0.3, 6, -2, -3, 1, 0.4

Screening results as filed in PubChem BioAssay.
